FBW7 activator = activators of human E3 ligase FBW7; Q969H0; AID 1259310; normalized activity (activation), % at 26.1 µM; AlphaScreen FBW7–phospho-cyclin E peptide binding, activator screen; 0.13% of 650,000 active; in the data active means normalized activity above about 1.9%;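 further: purified mutant Fbw7 with reduced substrate affinity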
MITF inh = blocks human microphthalmia-associated transcription factor; inhibition, % at 2.6 µM; O75030; 0.91% of 650,000 active; AlphaScreen MITF homodimerization, bead proximity signal; in the data active means inhibition above about 50%;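 further: 0% = vehicle wells with protein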
Target sequence (O75030 whole entry, looked up): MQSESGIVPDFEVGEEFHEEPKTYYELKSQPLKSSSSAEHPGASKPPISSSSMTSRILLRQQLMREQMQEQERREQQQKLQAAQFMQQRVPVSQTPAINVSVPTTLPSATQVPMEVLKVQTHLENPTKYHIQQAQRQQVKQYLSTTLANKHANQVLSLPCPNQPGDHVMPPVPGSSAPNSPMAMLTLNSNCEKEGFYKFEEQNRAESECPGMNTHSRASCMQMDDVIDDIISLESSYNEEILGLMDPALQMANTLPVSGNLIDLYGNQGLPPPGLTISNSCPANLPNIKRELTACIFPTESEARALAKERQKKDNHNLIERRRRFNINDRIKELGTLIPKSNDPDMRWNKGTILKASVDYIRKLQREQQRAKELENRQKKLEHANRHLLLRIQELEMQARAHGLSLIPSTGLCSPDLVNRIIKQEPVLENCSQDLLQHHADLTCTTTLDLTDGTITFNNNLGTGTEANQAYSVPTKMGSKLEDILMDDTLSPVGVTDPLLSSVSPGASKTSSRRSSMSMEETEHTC
GPR151 ag = activators of human GPR151; Q8TDV0; PathHunter beta-arrestin GPR151 cells, luminescence; activation, % at 11.2 µM; 1% of 650,000 active; in the data active means activation above about 4.9%;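 further: 0% = median of compound wells and 100% = cells with positive control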
Target sequence (Q8TDV0 whole entry, looked up): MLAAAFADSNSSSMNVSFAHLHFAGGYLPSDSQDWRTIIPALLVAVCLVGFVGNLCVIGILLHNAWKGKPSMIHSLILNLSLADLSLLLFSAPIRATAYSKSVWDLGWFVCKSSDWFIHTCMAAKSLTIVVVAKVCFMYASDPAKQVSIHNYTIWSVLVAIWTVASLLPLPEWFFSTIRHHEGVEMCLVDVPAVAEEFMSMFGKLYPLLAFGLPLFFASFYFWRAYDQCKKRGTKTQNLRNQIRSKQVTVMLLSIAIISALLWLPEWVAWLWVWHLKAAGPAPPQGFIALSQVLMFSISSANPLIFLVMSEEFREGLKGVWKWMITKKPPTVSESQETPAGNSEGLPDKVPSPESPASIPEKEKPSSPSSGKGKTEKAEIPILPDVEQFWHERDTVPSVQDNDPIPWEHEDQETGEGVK
TEAD-YAP inh = TEAD-YAP interaction inhibition | HEK-TIYL cells, TEAD-Gal4/YAP UAS-luciferase luminescence | inhibition, % at 9.12 µM | 1.4% of 640,000 active | AID 1259422; in the data active means inhibition above about 32%;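 further: 0% = median of test compound wells and 100% = reference inhibitor wells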
Active calls of the source: *.

SMILES	FBW7 activator	MITF inh	GPR151 ag	TEAD-YAP inh
Cc1ccc2c(C)nc(N3CCCC(NC4CCOCC4)CC3)nc2c1 (stereo unspecified)	0.2	-11.5	-1.4	-6.3
CC1CCCCN1CCCNC(=O)Cn1cc2c(n1)CCCC2 (stereo unspecified)	0.0	1.3	-1.0	-1.1
COc1ccc(-c2nn(CCC(=O)O)cc2/C=C2\SC(=S)NC2=O)cc1[N+](=O)[O-]	-0.4	8.2	0.7	8.6
CCc1ccc(-c2ccc(SCC(=O)N3CCOCC3)nn2)cc1	-1.4	3.4	0.6	-14.7
CCOC(=O)C1CCCN(C(=O)c2sc3ncnc(N4CCN(c5ccccc5F)CC4)c3c2C)C1 (stereo unspecified)	0.1	5.1	-1.6	1.7
C=CCOc1ccc(C2C(C(=O)OCC)=C(C)N=c3s/c(=C/c4ccc(OC)c(OC)c4)c(=O)n32)cc1OCC (stereo unspecified)	-0.1	5.9	0.2	3.0
CC1(C)CC(=O)C2=C(C1)OC(N)=C(C#N)C2c1cc([N+](=O)[O-])ccc1O (stereo unspecified)	0.1	-26.3	-0.4	6.5
CC1(C)Cc2c(sc3[nH]c(=O)n(-c4ccc(Cl)cc4)c(=O)c23)CO1	0.0	-1.3	-1.3	7.7
Cc1ccc(S(=O)(=O)NCCn2ccc3ccccc32)cc1	0.0	15.3	0.2	3.2
COc1ccc(-n2nc3c(c2NC(=O)COc2ccc(Cl)cc2)CS(=O)(=O)C3)cc1	0.0	-8.1	0.1	-10.8
C/C(=N\NC(=O)c1nnn(-c2nonc2N)c1CN1CCCCC1)c1ccccc1O	0.1	4.7	0.6	0.2
CCN1/C(=c2/s/c(=C3/C(=O)NN=C3C)n(CC)c2=O)Sc2ccc(OC)cc21	0.4	20.5	0.1	11.8
Cc1ccc(C(C)C)c(OCC(=O)Nn2c(=O)[nH]c3ccccc3c2=O)c1	0.0	-0.3	1.1	-0.9
COc1cc(NC(=O)Cc2ccccc2[N+](=O)[O-])c(OC)cc1Cl	0.1	-18.0	0.0	-4.7
O=C1c2ccc(Oc3ccc([N+](=O)[O-])cc3)cc2C(=O)N1c1nccs1	-0.2	-1.4	2.1	-3.9
Cc1[nH]n(-c2ccccc2)c(=S)c1C=Nc1ccccc1Cl	-0.1	10.1	-0.8	-1.7
COc1ccc(C(=O)N(C)Cc2n[nH]c3c2CCCC3)cc1OC1CCN(C(C)=O)CC1	0.1	-2.2	0.2	-2.4
COc1ccc(OC)c(CN2CCN(C(=O)C(c3ccccc3)c3ccccc3)CC2)c1	-0.1	51.8*	-1.0	-3.4
O=C(Nc1ccccc1F)c1sc2cccc(Cl)c2c1Cl	0.0	-3.0	-0.1	-14.4
COc1cc2ccccc2cc1C(=O)Nc1nc2ccc3sc(C)nc3c2s1	-0.1	1.8	1.3	-2.1
COC(=O)c1c(NC(=O)C2C3CCC(C3)C2C(=O)O)sc(C)c1-c1ccc(C)cc1 (stereo unspecified)	0.0	9.8	-0.7	-0.1
Cc1ccc(-c2c(C(=O)Nc3ccc(C)cc3Br)oc(=O)c3ccccc23)cc1	0.0	-1.9	-0.6	7.0
CCc1ccc(/C=c2\sc3nc(=O)c(C)nn3c2=O)cc1	0.6	-15.8	-0.4	2.5
O=c1[nH]c(=O)n(-c2ccccc2)c(O)c1C=NCc1ccccc1	0.4	-3.8	3.6	0.0
O=C1CC(NCCC2=CCCCC2)C(=O)N1c1cccc(Cl)c1 (stereo unspecified)	0.0	-19.3	-0.8	4.2

Further results follow.
SMILES	FBW7 activator	MITF inh	GPR151 ag	TEAD-YAP inh
CNC(=O)CSc1nnnn1-c1ccc(OC)cc1OC	0.1	19.5	-0.1	1.9
COC(=O)C1=C(C)NC(=O)/C1=C\c1cccc(OCc2ccccc2)c1	-0.1	12.5	1.1	-0.2
Cc1nc2cc(NC(=O)N3CCC(c4ccccc4)C3)ccc2n1C (stereo unspecified)	0.1	7.8	0.7	-45.3
CN1CCSc2ccc(C(=O)NCCCN3CCCCCC3)cc21	0.4	-4.1	-1.0	6.8
C=C(C)CN(CC)Cc1cccc([N+](=O)[O-])c1	-0.1	18.3	0.9	2.4
COc1ccc(CCC(=O)NCc2ccco2)cc1	0.0	1.5	2.0	2.7
COc1cc(/C=C\C(=O)N2CCC3(CC2)CC(=O)c2ccccc2O3)cc(OC)c1OC	0.7	9.8	0.0	6.2
OC(CNCC1COc2ccccc2O1)COc1ccccc1 (stereo unspecified)	0.2	6.9	0.4	2.1
FC(F)(F)c1cc(-c2ccc(Cl)cc2)nc(Oc2ccccc2)n1	0.2	3.9	1.2	0.3
Cc1cc(C)c(NC(=O)c2ccccc2C)c([N+](=O)[O-])c1	-0.1	12.0	1.5	-0.1
Nc1ncc(-c2cncnc2)nc1NC1CC1	0.3	18.8	0.2	5.4
CNc1oc(-c2cccc(C)c2)nc1S(=O)(=O)c1ccccc1	0.2	-9.0	0.9	3.1
COc1cccc(CNC(=O)CN(C)S(=O)(=O)c2ccc(Br)s2)c1	-0.1	2.3	0.4	2.0
CCc1ccc(C(=O)On2c(-c3cc(OC)cc(OC)c3)nc3ccccc3c2=O)cc1	0.4	0.0	0.3	-21.9
Cc1ccc(C(=O)Nc2ccc3c(c2)OCO3)c(NCc2cccnc2)n1	1.4	21.3	-0.7	0.2
Cc1c(C(=O)N2CCN(c3ccccn3)CC2)sc2ncn(Cc3ccccc3F)c(=O)c12	-0.1	4.3	0.4	-17.7
Cc1ccc2c(c1)cc(CN(CC1CCCO1)C(=O)N1CCOCC1)c1nnnn12 (stereo unspecified)	0.6	-7.3	-1.1	-4.6
Cc1cccc(NC(=O)/C(C#N)=C\c2ccc(OCC(=O)O)cc2)c1	0.5	10.6	0.0	-4.6
Cc1ccc(-c2ccc(SC(C)C(N)=O)nn2)cc1 (stereo unspecified)	-0.4	1.2	0.1	-1.2
COP(=O)(OC)C(Nc1ccc(C(C)C)cc1)c1ccc([N+](=O)[O-])cc1 (stereo unspecified)	0.3	19.2	0.6	12.7
C=CCc1ccc(OC)c(OCc2ccccc2)c1	0.3	21.6	-0.7	2.9
Cc1c(OCC(=O)OCc2ccccc2)ccc2c(-c3ccccc3)cc(=O)oc12	0.0	-7.2	-1.3	4.6
COc1ccc(-n2nc(C(=O)Nc3ccc(OC)c(Cl)c3)c3ccccc3c2=O)c(OC)c1	0.4	22.9	1.4	0.8
Cc1nc(SCC(=O)NC(C)(C#N)C2CC2)c2c(-c3cccs3)csc2n1 (stereo unspecified)	-0.1	7.6	1.7	-7.9
CC1=C(C(=O)Nc2cccc(C)n2)C(c2cccc(Cl)c2)C2=C(CCCC2=O)N1 (stereo unspecified)	0.3	-10.8	-0.2	-8.8

Going on with the list:
SMILES	FBW7 activator	MITF inh	GPR151 ag	TEAD-YAP inh
OCCN1CCOCCOCCN(CCO)CCOCCOCC1	0.0	-8.1	-0.3	3.0
CC1(C)CC(=O)C2=C(C1)OC1=C(C(=O)CC(C)(C)C1)C2c1ccc(OCC(N)=O)cc1	-0.2	0.0	0.6	6.5
COc1cccc2sc(=NC(=O)c3cccc(C)c3)n(C)c12	0.1	-0.9	-0.6	-10.8
CC(C)(C)C(=O)Nc1ccc(C(=O)Nc2ccc(Cl)cc2)cc1	0.6	15.4	1.8	1.0
CCN(CC)CCn1c(=S)[nH]c2cc(C(=O)N3CCCC3)ccc2c1=O	-0.1	-2.2	0.1	7.4
CC(C)CCNS(=O)(=O)c1ccc2c(c1)CCN2C(=O)CCC(=O)O	-0.1	-0.1	0.2	-0.2
COc1cc(/C=N/Nc2nc3nonc3nc2Nc2ccc(Cl)cc2)ccc1O	0.2	9.0	-1.8	30.3
COc1ccc(-c2cc(NC3CC3)nc(N)n2)cn1	0.1	4.2	-0.9	-43.5
O=C(C1CCN(S(=O)(=O)c2cccc3nsnc23)CC1)N1CCc2ccccc21	-0.2	-5.2	-0.2	-1.9
O=C(CSc1cccc[n+]1[O-])Nc1ccccc1Br	0.0	-5.3	-0.7	-6.3
COc1ccccc1NC(=O)C(=O)N/N=C/c1cccc(OC)c1O	-0.8	19.0	-0.4	-8.6
Cc1nn(CCc2nn[nH]n2)c2nc(C(F)(F)F)cc(C(F)(F)F)c12	0.0	-2.7	0.9	-0.2
Fc1ccccc1-c1nc(Nc2ccc(Oc3ccc(Cl)cc3)cc2)c2ccccc2n1	0.6	-9.6	0.8	22.0
CCOc1ccc(C(=O)N(CCCCN2C(=O)c3ccccc3C2=O)c2ccc(Cl)cc2)cc1	-0.1	-12.2	0.6	-13.7
CC(CC(=O)Nc1ccccc1C#N)c1ccccc1 (stereo unspecified)	-0.1	-10.4	-0.2	-4.0
N#C/C(=C(/O)COC(=O)c1ccccc1I)c1nc2ccccc2[nH]1	0.1	-2.5	0.6	0.5
CC(C)CCCN1CCC(N2CCN(c3ccccc3)CC2)CCC1=O (stereo unspecified)	0.0	-0.4	1.7	-2.2
COc1cc(Nc2cc(-c3ccc(N4CCOCC4)nc3)ncn2)cc(OC)c1OC	0.0	-3.4	1.6	-30.0
Cn1nccc1Nc1ccc(N2CCC(C(=O)NCc3nc4ccccc4[nH]3)CC2)nn1	0.0	-13.9	1.1	-2.8
O=[N+]([O-])c1ccc(-c2nc(NCC3CCCO3)c3ccccc3n2)cc1 (stereo unspecified)	0.0	11.0	0.1	10.2
Cc1ccc(COc2ccccc2/C=C2/C(=O)ON=C2c2ccccc2)cc1	0.1	54.1*	-1.0	-42.9
NC(=O)c1c(C(=O)Nc2cc([N+](=O)[O-])cc([N+](=O)[O-])c2)sc2c1CCCC2	-0.1	10.0	0.8	4.9
CCOC(=O)C(O)(c1ccc(NC)cc1)C(F)(F)F (stereo unspecified)	-0.1	4.2	1.8	7.1
CSc1ccccc1C(=O)Nc1cccc(Cl)c1	-0.1	3.5	-0.5	-11.1
COc1ccc2cc(S(=O)(=O)c3ccc(C)cc3)c(=O)oc2c1	0.0	11.4	1.1	11.9

Additional results:
SMILES	FBW7 activator	MITF inh	GPR151 ag	TEAD-YAP inh
COCCCNC(=O)Cc1ccc(F)cc1	0.1	0.1	-0.3	9.8
O=[N+]([O-])c1ccc2nonc2c1Nc1cccc(F)c1	-0.2	12.6	-0.3	1.9
CCCCN(C)Cc1c(O)ccc2c(-c3ccccc3)cc(=O)oc12	0.3	-9.4	1.1	-2.0
Cc1noc(C)c1S(=O)(=O)N(C)Cc1cccnc1	0.0	0.5	0.0	1.4
Cc1ccccc1OCCn1c(C)c(/C=N/n2cnnc2)c2ccccc21	0.0	0.4	0.8	-12.7
COc1ccccc1C(=O)Nc1sc(-c2ccccc2)cc1C(=O)O	-0.1	-10.9	0.6	-29.1
O=C(NCc1ccccc1)Nc1ccc2c(c1)CCCN2S(=O)(=O)c1ccccc1	0.1	-3.1	0.9	-1.3
Cc1ccc(-c2nc(SCC(=O)c3ccccc3)c3c(=O)n(C)c(=O)n(C)c3n2)cc1	-0.1	-4.2	0.6	-3.7
CC(CN1CCc2nnc(CNC(=O)c3ccccn3)n2CC1)c1ccccc1 (stereo unspecified)	0.0	-2.3	-1.6	-4.8
O=C(CCC(=O)Nc1ccc(F)cc1)N/N=C/c1c(Cl)cccc1Cl	-0.1	2.1	2.2	12.3
COc1ccc(-n2c3c(cc(C(=O)Nc4cccc(Cl)c4)c2=O)C(=O)CC(C)(C)C3)cc1	0.2	13.7	-1.0	3.8
O=C(CCC1CCCC1)Nc1ccc2nc3n(c(=O)c2c1)CCCCC3	-0.1	-6.3	0.2	-5.2
COc1cccc(OCCCOc2ccc(C)cc2[N+](=O)[O-])c1	0.0	-1.8	-0.6	-0.1
C=CCn1c(=NC(=O)c2ccccc2OC)sc2cc(S(C)(=O)=O)ccc21	0.3	15.2	1.1	3.0
N#Cc1ccccc1OCC(=O)NCCc1ccccc1	-0.1	-4.9	-1.1	-16.8
CN1C(=O)C(=Cc2cccc(O)c2)C(=O)N(C)C1=S	-0.2	6.7	-0.3	8.9
O=C(Nc1ccc(Cl)c(C(F)(F)F)c1)C(=O)N1CCCCC1	0.1	3.6	-1.9	-26.8
COc1ccccc1Cn1c(=S)[nH]c2cc(C(=O)NCCC3=CCCCC3)ccc2c1=O	-0.1	-2.2	0.4	-0.7
CC1(C)CC(=O)C2=C(C1)Nc1ccccc1N(C(=O)C(F)(F)F)C2c1cccc(Cl)c1Cl (stereo unspecified)	0.2	0.7	-1.6	-1.1

Of the compounds above, 9 contain a thiophene ring, fused or not.
SMILES	FBW7 activator	MITF inh	GPR151 ag	TEAD-YAP inh
CCOC(=O)C1CCCN(C(=O)c2sc3ncnc(N4CCN(c5ccccc5F)CC4)c3c2C)C1 (stereo unspecified)	0.1	5.1	-1.6	1.7
CC1(C)Cc2c(sc3[nH]c(=O)n(-c4ccc(Cl)cc4)c(=O)c23)CO1	0.0	-1.3	-1.3	7.7
O=C(Nc1ccccc1F)c1sc2cccc(Cl)c2c1Cl	0.0	-3.0	-0.1	-14.4
COC(=O)c1c(NC(=O)C2C3CCC(C3)C2C(=O)O)sc(C)c1-c1ccc(C)cc1 (stereo unspecified)	0.0	9.8	-0.7	-0.1
COc1cccc(CNC(=O)CN(C)S(=O)(=O)c2ccc(Br)s2)c1	-0.1	2.3	0.4	2.0
Cc1c(C(=O)N2CCN(c3ccccn3)CC2)sc2ncn(Cc3ccccc3F)c(=O)c12	-0.1	4.3	0.4	-17.7
Cc1nc(SCC(=O)NC(C)(C#N)C2CC2)c2c(-c3cccs3)csc2n1 (stereo unspecified)	-0.1	7.6	1.7	-7.9
NC(=O)c1c(C(=O)Nc2cc([N+](=O)[O-])cc([N+](=O)[O-])c2)sc2c1CCCC2	-0.1	10.0	0.8	4.9
COc1ccccc1C(=O)Nc1sc(-c2ccccc2)cc1C(=O)O	-0.1	-10.9	0.6	-29.1

Compound activity from PubChem.
